From PubChem
GoLoco inh red – RGS12 GoLoco-Gai1 interaction inhibition. P63096. Gai1:RGS12 GoLoco peptide FP, rhodamine, 10 min. Potency, µM (top dose mostly 61.6 µM), for the others: top-dose activity, negative = inhibition, actives largely listed as inhibitors. actives 0.44% (n = 230,000). AID 880; active = well fitted inhibition curve with a large enough effect, not every such curve was filed as active; inactive = no such curve, though single readings can be large or run the other way; note: % is set by controls: 0 for no effect and ±100 for the full control effect; nearly all actives have a fitted effect of over 30% in size; many of its hits are not listed in these tables
Target sequence (P63096 whole entry, looked up): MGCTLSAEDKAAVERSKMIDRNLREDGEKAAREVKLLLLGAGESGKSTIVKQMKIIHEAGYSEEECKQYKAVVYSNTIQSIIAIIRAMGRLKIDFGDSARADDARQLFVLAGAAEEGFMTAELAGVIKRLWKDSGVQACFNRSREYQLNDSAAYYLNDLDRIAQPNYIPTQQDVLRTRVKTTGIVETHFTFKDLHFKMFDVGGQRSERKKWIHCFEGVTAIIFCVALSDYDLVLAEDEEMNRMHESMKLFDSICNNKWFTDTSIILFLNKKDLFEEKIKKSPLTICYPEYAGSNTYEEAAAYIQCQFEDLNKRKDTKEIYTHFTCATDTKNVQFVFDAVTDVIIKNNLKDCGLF
RECQ1 inh – RECQ1 (human) helicase inhibition; P46063; RECQ1 DNA unwinding, red fluorescence kinetic read; Potency, µM (doses to about 57.3 µM), without a hit: top-dose activity, negative = inhibition, usual class: inhibitors; actives 0.54% (n = 240,000); AID 2549;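 note: plate controls were vehicle for no effect and no enzyme for full effect; nearly all actives have a fitted effect of over 30% in size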
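50 nM RECQ1T1 preincubated 15 min with compound in Tris pH 8.0 buffer with MgCl2, DTT, Tween-20 and 2.5 ug/ml poly(dI-dC); started with 200 nM TAMRA/BHQ-2 forked duplex and 2 mM ATP. Unwinding read as fluorescence (525/598 nm), two reads 2 h apart.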
KinaseGlo FLuc – blocks Kinase-Glo luciferase, a counter-screen artifact; Q27757; Kinase-Glo luciferase, ATP luminescence, 8 min; AID 1379; actives 0.28% (n = 200,000); Potency, µM (series often up to 38.3 µM), for the others: top-dose activity change, negative = inhibition, hits mostly inhibitors; note: % is set by controls: 0 for no effect and ±100 for the full control effect; nearly all actives have a fitted effect of over 60% in size
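Light output from Kinase-Glo luciferase with luciferin and 10 uM ATP in 50 mM imidazole pH 7.2, KCl, MgCl2, Tween 20, BSA; compound pin-delivered, 8-min ambient incubation, then luminescence read.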
Epigenetic reg – epigenetic control regulation, reporter derepression | murine LDR cells, GFP reporter derepression, 30 h | Potency, µM (top dose mostly 53.9 µM), for inactives: top-dose GFP activation, actives largely listed as activators | actives 0.2% (n = 280,000); note: % of control where 0% means no effect; nearly all actives have a fitted effect of over 60% in size
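GFP-positive cell count by laser-scanning cytometry (objects 20–120 um) after 30 h, 37 C compound exposure of murine LDR cells; reporter is CMV-GFP integrated at a silenced locus, inducible by HDAC or DNMT inhibitors.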
IMPase Li inh – membrane-permeable IMPase blocker, potentiated with lithium. actives 0.35% (n = 210,000). CHO-M1 cells, IP1 TR-FRET (IP-One), carbachol + lithium. Potency, µM (highest dose often 59.4 µM), for inactives: at the highest dose activity, negative = IMPase inhibition, most hits filed as inhibitors. AID 1457;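 note: IP1 builds up when IMPase is blocked and the TR-FRET signal falls; plate controls were basal vehicle for no effect and high inhibitor control for full effect; nearly all actives have a fitted effect of over 50% in size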
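Readout is a homogeneous TR-FRET IP1 immunoassay (Ex 320, Em 665 and 620), where raised cytosolic IP1 lowers signal. Cells were CHO-M1 treated 30 min at 37C with test compounds plus a little lithium; AC50 values came from Hill-equation fitting.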
KDM4E inh – inhibitors of human JMJD2E histone demethylase | B2RXH2 | JMJD2E catalytic domain, FDH-coupled NADH fluorescence (FDH is formaldehyde dehydrogenase) | Potency, µM (doses to about 57.1 µM), without a hit: at the highest dose activity change, negative = inhibition, hits mostly inhibitors | actives 1.6% (n = 230,000) | AID 2147; active = well fitted inhibition curve with a large enough effect, not every such curve was filed as active; inconclusive = small, poorly fitted or top-dose-only effect, or another doubt; inactive = no such curve, though single readings can be large or run the other way;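 note: 0% = wells with enzyme and -100% = buffer wells without enzyme; nearly all actives have a fitted effect of over 50% in size; many of its hits are not listed in these tables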
Target sequence (B2RXH2 1-337 limits assumed): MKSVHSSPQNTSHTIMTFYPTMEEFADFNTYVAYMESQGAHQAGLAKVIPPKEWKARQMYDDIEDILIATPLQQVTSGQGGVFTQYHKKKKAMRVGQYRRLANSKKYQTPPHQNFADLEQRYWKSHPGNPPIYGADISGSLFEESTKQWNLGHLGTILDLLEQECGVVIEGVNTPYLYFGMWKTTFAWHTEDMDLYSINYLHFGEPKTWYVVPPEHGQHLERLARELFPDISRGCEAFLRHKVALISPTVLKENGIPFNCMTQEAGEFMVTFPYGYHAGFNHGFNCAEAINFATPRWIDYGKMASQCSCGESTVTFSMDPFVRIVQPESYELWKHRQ
NPSR antag – neuropeptide S receptor (human) antagonism, cAMP; Q6W5P4; CHO-NPSR cells, cAMP TR-FRET, antagonist mode; Potency, µM (titrated, usually from 38.3 µM), without a hit: top-dose activity change, negative = inhibition, usual class: inhibitors; actives 1% (n = 220,000); AID 1461; note: % is set by controls: 0 for no effect and ±100 for the full control effect; nearly all actives have a fitted effect of over 50% in size; many of its hits are not listed in these tables
Target sequence (Q6W5P4 whole entry, looked up): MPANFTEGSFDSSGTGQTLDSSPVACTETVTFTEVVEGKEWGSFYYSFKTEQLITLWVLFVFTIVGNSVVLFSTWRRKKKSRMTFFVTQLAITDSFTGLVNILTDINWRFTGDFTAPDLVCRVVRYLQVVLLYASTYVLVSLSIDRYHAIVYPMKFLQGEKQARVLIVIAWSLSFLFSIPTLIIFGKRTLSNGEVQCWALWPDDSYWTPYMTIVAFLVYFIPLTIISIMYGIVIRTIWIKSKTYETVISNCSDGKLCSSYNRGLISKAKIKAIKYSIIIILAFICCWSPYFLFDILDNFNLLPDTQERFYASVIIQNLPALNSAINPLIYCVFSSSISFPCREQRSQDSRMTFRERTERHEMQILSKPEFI
SMN2 splice enh – SMN2 splice variant enhancement | HEK293 SMN2-luciferase splicing reporter, luminescence, 30-36 h | Potency, µM (titrated, usually from 46.1 µM), for the others: at the highest dose activity change, positive = activation, most hits filed as activators | actives 2.8% (n = 210,000) | AID 1458; note: % of control where 0% means no effect; nearly all actives have a fitted effect of over 55% in size
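HEK293 cells carry an SMN2 […]–luciferase reporter in which exon 7 inclusion puts luciferase in frame. Cells were plated 10-12 h before compound addition, then incubated 30-36 h at 37C. ONE-Glo luminescence was read; sodium butyrate at 4.5 mM final served as control.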
* hit, by the source's call; i = inactive; u = inconclusive; x = not tested or not shown; [ ] = dose if it differs, or a comment. Unless noted, calls come from the whole dose curve; as a rule, active = well fitted curve in the direction sought with a large enough effect; inconclusive = small, poorly fitted or top-dose-only effect, or another doubt; inactive = no such curve, though single readings can be large; an effect the other way counts as inactive or inconclusive. Potency is the fitted concentration of half-maximal effect. Some of the compounds tested. The share of hits here may be higher or lower than overall.

Start of the data: the first 3 compounds as a preview:
entry | mol | GoLoco inh red | RECQ1 inh | KinaseGlo FLuc | Epigenetic reg
1 | NC(=O)c1ccc(N=Nc2c(-c3ccccc3)[nH]n(-c3ccccc3)c2=O)cc1 | 3% | -7% | 3% | -0.3%
2 | COc1ccc(-n2c(=O)cc(N3CCCCCC3)[nH]c2=O)cc1 | -1% | -8% | -3% | -0.1%
3 | CNC(=S)N1N=C(c2ccc(OC)cc2)CC1c1ccc(Cl)cc1Cl (stereo unspecified) | -8% | -18% | x | 4.8%

entry | IMPase Li inh | KDM4E inh | NPSR antag | SMN2 splice enh
1 | -5% | 8% | 3% | -4%
2 | -3%[38.3 µM] | 9% | -4%[46.1 µM] | -6%
3 | 8% | u | u | x

The listing (from the top)
entry | mol | GoLoco inh red | RECQ1 inh | KinaseGlo FLuc | Epigenetic reg
1 | NC(=O)c1ccc(N=Nc2c(-c3ccccc3)[nH]n(-c3ccccc3)c2=O)cc1 | 3% | -7% | 3% | -0.3%
2 | COc1ccc(-n2c(=O)cc(N3CCCCCC3)[nH]c2=O)cc1 | -1% | -8% | -3% | -0.1%
3 | CNC(=S)N1N=C(c2ccc(OC)cc2)CC1c1ccc(Cl)cc1Cl (stereo unspecified) | -8% | -18% | x | 4.8%
4 | O=C(CNS(=O)(=O)c1ccc(F)cc1)N1CCCCCC1 | 11% | -6% | -2% | 0.0%
5 | COc1ccc(C(CC(=O)O)NC(=O)COc2ccccc2)cc1OC (stereo unspecified) | 5% | 8% | 0% | 0.0%
6 | CC(C)[C@@H](CC(=O)N[C@@H]1CCNC[C@H]1C(=O)N[C@H](CC(=O)N[C@@H](CCC(=O)O)CC(=O)O)Cc1ccccc1)NC(=O)C[C@H](CO)NC(=O)[C@@H]1CNCC[C@H]1N | 8% | 6% | -5% | -2.2%
7 | CCCCC1(CC)C(=O)NC(=O)NC1=Nc1ccc(OC)cc1 (stereo unspecified) | 11% | 0% | -5% | -2.3%
8 | CC(C)c1nc2scc(-c3ccc(Cl)cc3)c2c(=O)n1N | 6% | -8% | x | 0.3%
9 | Cc1ccc(NC2=NCC(=O)N2C2CCCC2)cc1C | 12% | 8% | 0% | 1.6%
10 | COc1cc(CC(=O)OCC(=O)NCC(C)C)cc(OC)c1OC | -21% | -9% | 0% | 3.9%
11 | O=S(=O)(c1ccc(F)cc1)c1snnc1-c1ccccc1 | -10% | 0% | 3% | 5.2%
12 | O=S(=O)(Nc1cccnc1)c1cc(Cl)ccc1Cl | 3% | -12% | -1% | 1.6%

entry | IMPase Li inh | KDM4E inh | NPSR antag | SMN2 splice enh
1 | -5% | 8% | 3% | -4%
2 | -3%[38.3 µM] | 9% | -4%[46.1 µM] | -6%
3 | 8% | u | u | x
4 | 2% | -2% | 2% | x
5 | -6%[38.3 µM] | 3% | -12%[46.1 µM] | 7%
6 | 5% | -3% | x | 8%
7 | -6%[38.3 µM] | 7% | -10%[46.1 µM] | -5%
8 | x | 0% | -32% | x
9 | 3% | 4% | 15% | 4%
10 | -2% | 4% | 4% | 23%
11 | 32%[activator] | -28% | 21% | -96%[inhibitor]
12 | 20%[38.3 µM] | 5% | -9%[46.1 µM] | 18%

(list continues)
entry | mol | GoLoco inh red | RECQ1 inh | KinaseGlo FLuc | Epigenetic reg
13 | CSc1nc(N)n(-c2cc(C(F)(F)F)ccn2)n1 | 8% | -5% | x | u
14 | Cc1cc(C)cc(-n2nnc(C(=O)NCc3ccco3)c2N)c1 | 5% | -16% | -2% | 1.2%
15 | c1ccc(SCc2cn3cccnc3n2)nc1 | 8% | -7% | 6% | 3.8%
16 | COC(=O)[C@@H](NC(=O)CCc1nnc(-c2ccsc2)o1)C(C)C | 12% | -1% | -2% | -1.1%
17 | CS(=O)(=O)N1CCC(C(=O)N2CCC(Cc3ccccc3)CC2)CC1 | 5% | 2% | 2% | -2.1%
18 | O=C(CCc1ccccc1)Nc1ccc(N2CCCCC2)cc1 | -13% | -1% | 1% | -1.8%
19 | COc1ccc(CNC(=O)COC(=O)c2cncc(Br)c2)cc1 | -10% | i | -1% | -4.2%
20 | O=[N+]([O-])c1ccc2c(c1)C(N1CCOCC1)/C(=C/COc1ccc(Cl)cc1Cl)O2 (stereo unspecified) | -5% | -18% | 1% | -0.9%
21 | Cc1cc(C)c(C(=O)/C=C/C=C/c2ccccc2)c(=O)[nH]1 | 13% | -9% | -3% | -1.0%
22 | CCOc1ccc2nc(SCC(=O)Nc3cccc(S(=O)(=O)NC4=NCCCCC4)c3)[nH]c2c1 | 15% | -4% | -1% | -1.6%
23 | Cc1ccc(-n2c(SCC(=O)N/N=C/c3ccccc3C(=O)O)nnc2-c2ccc(Cl)cc2)cc1 | 6% | i | x | 0.0%
24 | Cc1cc(=O)oc(C)c1C(=O)NCCN(C)Cc1ccccc1 | -8% | -2% | 0% | -1.6%

entry | IMPase Li inh | KDM4E inh | NPSR antag | SMN2 splice enh
13 | x | 3% | -9% | x
14 | 12% | 3% | -10%[46.1 µM] | -10%
15 | -2% | u | 7% | 16%
16 | 2% | -2% | -20% | x
17 | 31%[activator][38.3 µM] | -1% | -4%[46.1 µM] | -8%
18 | 0% | 8% | 6% | u
19 | -2% | 9% | 8% | 2%
20 | 9% | 3% | -23%[46.1 µM] | -17%
21 | -4% | -6% | 20% | 3%
22 | 4% | 2% | -9% | 4%
23 | x | 0% | 3% | x
24 | 6% | 8% | 7% | -2%

Later entries
entry | mol | GoLoco inh red | RECQ1 inh | KinaseGlo FLuc | Epigenetic reg
25 | COc1ccccc1N1CCN(Cc2nc(N)nc(Nc3ccc(C)cc3)n2)CC1 | 6% | -5% | -2% | -1.0%
26 | CCCNC(=O)NC(=O)COc1ccc2oc3ccccc3c2c1 | -4% | -6% | -4% | 0.9%
27 | COc1ccc(C(=O)O)cc1Nc1cc(C)nc2ncnn12 | -3% | -3% | -2% | 0.9%
28 | CCOC(=O)c1sc(=S)n(C)c1N | 6% | i | -4% | 1.1%
29 | Cc1cc(=O)oc(C)c1C(=O)N1CCN(C(c2ccccc2)c2ccccc2)CC1 | x | 0% | x | 0.7%
30 | COc1ccc(/C=N/n2c(SC)nnc(C(C)(C)C)c2=O)c(OC)c1 | 0% | i | -6% | 4.3%
31 | COC(=O)C(C)NC(=O)CNS(=O)(=O)c1ccc(F)cc1 (stereo unspecified) | 6% | -5% | 1% | -2.6%
32 | O=C(C1CC(=O)N(C2CCCCC2)C1)N1CCc2ccccc21 (stereo unspecified) | 6% | -10% | -1% | -0.3%
33 | Clc1ccc(-c2c(C3=NCCCN3)nnn2-c2ccc(Cl)cc2)cc1 | 3% | -10% | x | 1.1%
34 | NC(=O)c1cc([N+](=O)[O-])ccc1NCCN1C(=O)c2ccc(C(=O)O)cc2C1=O | 14% | 17% | -2% | -1.1%
35 | C/C(=C\C(=O)c1sccc1Cl)N(C)C | -7% | i | -3% | -0.1%
36 | COc1nsnc1N1CCOCC1 | -6% | i | 1% | -0.1%

entry | IMPase Li inh | KDM4E inh | NPSR antag | SMN2 splice enh
25 | 35%[activator][38.3 µM] | -12% | -9%[46.1 µM] | -10%
26 | u | -9% | 4%[46.1 µM] | 1%
27 | 0%[38.3 µM] | 1% | -2%[46.1 µM] | -4%
28 | -14%[38.3 µM] | 1% | -6%[46.1 µM] | 0%
29 | x | -24% | -21%[46.1 µM] | x
30 | 12%[38.3 µM] | 9% | -28%[46.1 µM] | -7%
31 | -6% | 2% | 7% | -5%
32 | -12% | 0% | -4% | -13%
33 | x | 15% | 2% | x
34 | -5% | -17% | 3% | 6%
35 | -1% | -11% | 17% | 1%
36 | -27% | -2% | 8% | 0%

(more compounds)
entry | mol | GoLoco inh red | RECQ1 inh | KinaseGlo FLuc | Epigenetic reg
37 | Cc1nn2cc(-c3cccc(Cl)c3)cnc2c1Br | 4% | i | -10% | 3.4%
38 | CCOc1ccccc1N1Cc2cc(C)c(C)cc2C1 | 69%[activator] | 0% | -4% | -0.8%
39 | CCCCNC(=S)NNC(=O)c1csc(C)c1C | 9% | -4% | -1% | -0.9%
40 | NCCC[C@@H](CC(=O)N[C@@H]1CCNC[C@H]1C(=O)N[C@H](CC(=O)N[C@@H](CCC(=O)O)CC(=O)O)Cc1c[nH]c2ccccc12)NC(=O)C[C@H](CO)NC(=O)[C@@H]1CCCC[C@H]1N | -2% | -7% | -6% | -1.1%
41 | CCOC(=O)c1c(C)oc2c1c1c(c3ccccc32)OCN(Cc2ccccn2)C1 | 9% | 6% | -2% | -0.9%
42 | Cc1ccc(NC(=O)CN(C)CC(=O)Nc2c(C)cccc2C)c(Br)c1 | 14% | -1% | -1% | -2.2%
43 | CCOC(=O)C1CCN(C(c2cccc(OC)c2)c2sc3nc(C)nn3c2O)CC1 (stereo unspecified) | -4% | -2% | 1% | -0.8%
44 | CCC(C)N1CC(C(=O)NC2CCCCC2)CC1=O (stereo unspecified) | -8% | -1% | -5% | -1.2%
45 | CCOC(=O)Cc1cc(=O)n2[nH]c(C(C)(C)C)cc2n1 | 2% | -9% | x | 2.4%
46 | Cc1ccc(CC(=O)Nc2cccc(C)n2)cc1 | -10% | 6% | 0% | 0.0%
47 | CCn1c(=O)c(=O)[nH]c2cc(C(=O)NC3CCCC3)ccc21 | 110%[activator] | i | -1% | -0.5%
48 | COc1ccccc1C1C2=C(N=c3s/c(=C/c4cccc(OCC(=O)O)c4)c(=O)n31)c1ccccc1CC2 (stereo unspecified) | 2% | i | 1% | 0.0%

entry | IMPase Li inh | KDM4E inh | NPSR antag | SMN2 splice enh
37 | 1% | 6% | -10% | u
38 | 29%[38.3 µM] | -6% | -12%[46.1 µM] | 16%
39 | 2% | 15% | 10% | u
40 | 4% | -3% | x | 15%
41 | -2%[38.3 µM] | 1% | -10%[46.1 µM] | u
42 | -6%[38.3 µM] | 2% | -11%[46.1 µM] | -12%
43 | 25%[38.3 µM] | -9% | -11%[46.1 µM] | 6%
44 | -8%[38.3 µM] | 7% | -10%[46.1 µM] | 3%
45 | x | u | -11%[7.67 µM] | x
46 | 17%[38.3 µM] | -3% | 4%[46.1 µM] | 13µM*
47 | -3% | u | 4% | u
48 | 14% | -5% | -44% | 0%
